Cav3 T inh: Cav3.2 calcium influx blockers – cell-based, Fluo-4 calcium fluorescence, FDSS, MLSMR library, primary screen. 4% of 100,000 active. Cav3.2-expressing cells; hits give low values. B-score at 10 µM. Voltage-dependent T-type calcium channel subunit alpha-1H (Homo sapiens), O95180. AID 449739, 2010;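 active means single-dose well whose peak fluorescence ratio is a statistical outlier from its plate by either plate-standardised score or position-corrected B-score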
Target sequence (O95180 whole entry, looked up): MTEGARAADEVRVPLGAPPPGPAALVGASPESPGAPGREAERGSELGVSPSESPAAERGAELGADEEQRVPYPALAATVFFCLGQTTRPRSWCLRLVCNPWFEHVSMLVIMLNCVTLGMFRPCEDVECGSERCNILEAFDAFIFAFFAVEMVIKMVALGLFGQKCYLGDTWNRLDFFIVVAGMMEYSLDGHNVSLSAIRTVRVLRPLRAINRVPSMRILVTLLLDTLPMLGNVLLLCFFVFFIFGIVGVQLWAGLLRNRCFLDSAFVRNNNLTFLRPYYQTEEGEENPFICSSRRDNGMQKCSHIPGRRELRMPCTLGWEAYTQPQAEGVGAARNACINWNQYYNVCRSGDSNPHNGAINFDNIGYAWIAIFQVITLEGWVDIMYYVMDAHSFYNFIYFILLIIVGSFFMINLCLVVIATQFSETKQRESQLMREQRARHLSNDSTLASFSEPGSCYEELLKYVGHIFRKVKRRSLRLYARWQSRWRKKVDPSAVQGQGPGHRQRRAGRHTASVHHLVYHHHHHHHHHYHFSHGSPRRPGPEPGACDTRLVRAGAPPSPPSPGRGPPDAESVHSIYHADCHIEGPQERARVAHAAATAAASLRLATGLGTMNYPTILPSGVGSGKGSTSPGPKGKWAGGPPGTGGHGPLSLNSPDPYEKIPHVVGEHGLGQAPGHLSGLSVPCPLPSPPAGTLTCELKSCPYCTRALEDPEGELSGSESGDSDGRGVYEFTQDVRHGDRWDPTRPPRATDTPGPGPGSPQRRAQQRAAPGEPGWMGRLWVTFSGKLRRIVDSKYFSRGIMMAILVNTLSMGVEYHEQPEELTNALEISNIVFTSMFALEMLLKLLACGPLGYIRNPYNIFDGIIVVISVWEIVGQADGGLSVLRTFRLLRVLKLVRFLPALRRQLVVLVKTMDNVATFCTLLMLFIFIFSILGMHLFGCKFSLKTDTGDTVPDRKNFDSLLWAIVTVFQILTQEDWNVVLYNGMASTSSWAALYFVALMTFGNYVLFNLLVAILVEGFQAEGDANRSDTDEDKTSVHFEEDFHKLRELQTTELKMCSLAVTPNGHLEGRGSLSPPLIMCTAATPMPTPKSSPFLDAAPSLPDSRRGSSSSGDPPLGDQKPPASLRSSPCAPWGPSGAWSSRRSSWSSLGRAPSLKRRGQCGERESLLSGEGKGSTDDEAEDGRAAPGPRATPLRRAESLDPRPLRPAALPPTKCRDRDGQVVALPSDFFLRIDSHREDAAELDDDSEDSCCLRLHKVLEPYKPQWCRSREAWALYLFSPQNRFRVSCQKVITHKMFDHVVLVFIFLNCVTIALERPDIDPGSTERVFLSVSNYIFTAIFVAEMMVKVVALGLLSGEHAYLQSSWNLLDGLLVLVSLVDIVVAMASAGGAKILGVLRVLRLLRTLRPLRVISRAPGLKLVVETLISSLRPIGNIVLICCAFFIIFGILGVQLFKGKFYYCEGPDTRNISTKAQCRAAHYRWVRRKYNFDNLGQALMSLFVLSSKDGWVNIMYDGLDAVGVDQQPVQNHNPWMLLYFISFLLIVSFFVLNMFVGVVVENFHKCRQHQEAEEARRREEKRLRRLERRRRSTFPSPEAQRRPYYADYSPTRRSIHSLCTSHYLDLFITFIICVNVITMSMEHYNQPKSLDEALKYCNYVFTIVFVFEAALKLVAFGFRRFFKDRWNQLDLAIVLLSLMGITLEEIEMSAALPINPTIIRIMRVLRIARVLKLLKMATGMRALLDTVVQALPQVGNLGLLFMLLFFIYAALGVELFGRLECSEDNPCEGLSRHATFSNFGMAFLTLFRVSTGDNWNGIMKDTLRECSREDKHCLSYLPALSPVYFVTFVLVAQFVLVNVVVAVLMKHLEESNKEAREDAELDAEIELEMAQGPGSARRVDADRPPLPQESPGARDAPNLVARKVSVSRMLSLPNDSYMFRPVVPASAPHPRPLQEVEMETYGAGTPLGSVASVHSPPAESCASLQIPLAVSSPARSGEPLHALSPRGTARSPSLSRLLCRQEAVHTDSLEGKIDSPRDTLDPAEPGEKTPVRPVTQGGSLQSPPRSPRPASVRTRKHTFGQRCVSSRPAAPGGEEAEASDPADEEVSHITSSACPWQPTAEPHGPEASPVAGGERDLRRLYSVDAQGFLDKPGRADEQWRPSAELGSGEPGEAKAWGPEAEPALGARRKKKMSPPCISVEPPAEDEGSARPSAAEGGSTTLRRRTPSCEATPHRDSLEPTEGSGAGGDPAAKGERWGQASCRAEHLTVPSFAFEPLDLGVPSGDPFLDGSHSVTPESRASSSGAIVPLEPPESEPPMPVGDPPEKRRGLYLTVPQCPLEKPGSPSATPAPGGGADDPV
Starred values were filed as active, the others as inactive. Only part of the results is shown, so the mix of outcomes need not match the whole.

Cav3 T inh	Structure
-2.01	COc1cc2c(cc1OC)C(c1ccc(-c3ccc(Cl)c(Cl)c3)o1)=NCC2
-1.11	COC(=O)c1nn(C23CC4CC(CC(C4)C2)C3)c2c1C(=O)N(c1ccc(Br)cc1)C2=O
-1.27	O=S(=O)(Nc1cccc(-c2nc3cccnc3s2)c1)c1ccc2c(c1)CCCC2
0.0316	CSCC[C@H](NC(=O)OC(C)(C)C)c1nnc(SCC(=O)Nc2c(C)cccc2C)o1
0.893	Cc1c(C(=O)O)nn(-c2ccccc2)c(=O)c1C#N
-1.05	CCOc1ccc(Cl)cc1S(=O)(=O)n1cnc2cc(C)c(C)cc21
-0.71	CC(C)(C)NC(=O)C1N(c2cccnc2)C(=O)C2C(C(=O)Nc3ccccc3F)C3(C)C=CC21O3 (stereo not given)
0.136	O=C(CSc1nc2ccccc2c(=O)n1-c1ccccc1)N1CCN(CCO)CC1
-3.68*	CCN(CC)CCNc1nc(-c2ccccc2)c2c(c1C#N)CC(C)(C)OC2
0.459	CN1C(=O)/C(=C2\SC(=S)N(C(CCC(=O)O)C(=O)O)C2=O)c2ccccc21 (stereo not given)
0.499	C=CCN1/C(=C(\C#N)C2=NS(=O)(=O)c3ccccc32)N(C)c2ccccc21
0.152	Oc1ccc(/C=N/NC(=S)NCC2CCCO2)cc1 (stereo not given)
0.241	Cc1c(NS(=O)(=O)N2CCCCC2)c(=O)n(-c2ccccc2)n1C
2.6	CC(C)Cn1c2nc3ccccc3nc2c2c(=O)n(CCN3CCOCC3)cnc21
-1.18	COc1ccc(C2C(=O)c3ccccc3C2=O)cc1

Cav3 T inh	Structure
-0.00948	COc1ccc(NC(=S)NCCCn2ccnc2)cc1
-5.4*	N#Cc1c(SCc2ccccc2)nc(N2CCOCC2)c2c1CCCC2
-0.00642	COc1ccccc1N(O)C1CC(=O)N(c2ccc(F)cc2)C1=O (stereo not given)
-1.87	CCOC(=O)c1nn(-c2ccccc2C)c2nc(CC(C)C)c(C#N)c(=O)n12
-3.03	NC(=O)CSc1ncc(-c2ccccc2)[nH]1
0.22	CC(C)NC1=C(Cl)C(=O)c2ccccc2C1=O
-2.62	CCOC(=O)c1c(CN2CCOCC2)n(-c2ccccc2)c2cc(Br)c(O)c(CN(C)C)c12
0.645	CN(C)NC(=S)Nc1ccc2nc(-c3ccccn3)c(-c3ccccn3)nc2c1
0.15	CCCNC(=O)C1=C(C)C(=O)OC12CCC(C)CC2 (stereo not given)
-0.806	Cc1ccc(-c2n[nH]c3c2CCC3)cc1
-2.21	O=C(N/N=C/c1ccc(O)cc1)c1ccc(COc2cc(Cl)ccc2Cl)o1
1.67	O=c1[nH]c2ccc(S(=O)(=O)N3CCC(Cc4ccccc4)CC3)cc2o1
0.184	COC(=O)c1ccccc1NC(=O)CSCC(=O)Nc1ccccc1OC
0.0618	c1ccc(-c2nn3c(Cn4nnc5ccccc54)nnc3s2)nc1
-2.29	O=C(Nc1ccn(Cc2c(F)c(F)cc(F)c2F)n1)c1ccc(COc2ccccc2Cl)cc1

Cav3 T inh	Structure
-1.23	CCOC(=O)C[C@H]1c2ccc(C(F)(F)F)cc2S(=O)(=O)N1c1cccc(OC)c1
-0.93	CC(C)=CCC(C)(C)C1OCCN1C(=O)c1ccccc1 (stereo not given)
0.0267	C=CCN1C(=O)C(Cc2ccccc2)S/C1=N/N=C/c1cccs1 (stereo not given)
0.0896	CC(=O)Nc1ccc(-c2nc(C)c(C(C)=O)n2O)cc1
0.842	CCOc1cccc(C2c3c(oc4cc(C)c(C)cc4c3=O)C(=O)N2CCCN(C)C)c1 (stereo not given)
-0.329	O=C(CSc1nnc(-c2ccco2)o1)c1ccc(F)c(F)c1
0.162	[O-]C1=N/[N+](=C/c2ccccc2Cl)CC1
0.36	O=C(O)C1C2CCC(O2)C1C(=O)NCCC1=CCCCC1 (stereo not given)
-0.379	CC(=O)NNc1nc(-c2ccccc2)c2cc(Br)ccc2n1
-0.109	N#Cc1cc2cc3c(cc2nc1SCC(=O)OC1CCCCC1)OCO3
0.298	COc1ccc(C2CC(c3cccs3)=NN2c2nc(-c3ccccc3)cs2)cc1OC (stereo not given)
0.13	O=C(Nc1ccc(F)cc1)c1cccc(NC(=O)C2C3CC4OC(=O)C2C4C3)c1 (stereo not given)
-2.97	CS(=O)(=O)N1N=C(c2ccc3nccnc3c2)CC1c1ccccc1 (stereo not given)
-1.07	O=C(COc1ccc(F)c(Cl)c1)c1ccc[nH]1
0.935	CC(C)C1N=C2c3ccccc3N=C(SCC(=O)c3ccc(O)c(O)c3)N2C1=O (stereo not given)

Cav3 T inh	Structure
-2.43	O=c1c2ccccc2nc2n1C1(CCCCC1)Cc1ccccc1-2
0.218	CCCC(CCC)C(=O)Nc1c[nH]c(=O)[nH]c1=O
-1.21	Cc1c(Cl)cccc1NC(=S)NCCC(C)C
0.905	Cc1ccc(C(=O)Nc2ccc(N3CCN(S(C)(=O)=O)CC3)cc2)cc1
-1.71	COc1ccc(/C=N\NS(=O)(=O)c2ccc(Br)cc2)cc1COc1ccccc1[N+](=O)[O-]
0.823	CC(C(=O)NC1CCCC1)N(C(=O)c1snc(C(N)=O)c1N)c1ccc2c(c1)OCCO2 (stereo not given)
-0.0152	COC(=O)CCCC1=CC2=CC(=O)C(C)(OC(=O)c3cccs3)C(=O)C2=CN1c1ccccc1 (stereo not given)
1.11	Cn1ncc(C#N)c1NC(=O)C1CC(c2ccc(Cl)cc2)=NO1 (stereo not given)
-0.71	Cc1ccc(S(=O)(=O)Nc2nc3ccc(S(=O)(=O)N4CCCC4)cc3s2)cc1
0.0179	CC1(C)Cc2ccccc2-c2nnc(-c3ccco3)n21
-2.59	CCOC(=O)C(CC)Sc1nnc2c3cc(C)ccc3n(C)c2n1 (stereo not given)
-1.84	CCO[C@@H]1OC(C(=O)NC2CC2)=C[C@H](c2csc3ccccc23)[C@H]1CCCO
-0.435	COc1ccc(N2CN=C3SCC(=O)N3C2)cc1
-7.71*	Cn1cccc1Cc1nnc(SCC(=O)Nc2ccc3c(c2)OCCO3)n1-c1ccc(F)cc1
0.127	Cc1cc(NC(=O)CCCSc2nc(-c3ccco3)cc(C(F)(F)F)n2)no1

The list goes on, starting with the last 2 of the part before.
Cav3 T inh	Structure
-7.71*	Cn1cccc1Cc1nnc(SCC(=O)Nc2ccc3c(c2)OCCO3)n1-c1ccc(F)cc1
0.127	Cc1cc(NC(=O)CCCSc2nc(-c3ccco3)cc(C(F)(F)F)n2)no1
0.0115	O=c1c2c3c(sc2nc2n1CCCCC2)CCCCC3
-0.0241	CC(=O)c1ccc(OC(C)C)c(CC(C(N)=O)C(N)=O)c1
-1.38	CN(C)C(=O)N1CCC(C(=O)NCc2ccccc2Cl)CC1
0.111	CN(C)S(=O)(=O)NCc1ccc2c(c1)OCO2
-1.53	Cc1csc(SCC(=O)NC(=O)NCc2ccccc2)n1
-2.56	O=[N+]([O-])c1ccc(Sc2n[nH]c(-c3ccc(Cl)cc3Cl)n2)nc1
1.63	COc1ccc(C2CC(c3cccc(OC)c3OC)n3nnnc3N2)cc1 (stereo not given)
0.0747	NC(=O)C1CCN(C(=O)CSc2nc3ccccc3o2)CC1
-2.14	Cc1ccc(N/C=C/C(=O)c2sc(-c3ccccc3)nc2C)cc1
0.591	CC(=O)c1cc2c(cc1NC(=O)CCNC(=O)c1ccccc1Cl)OCO2
0.587	Cc1cc(C(=O)NC(C)c2ccncc2)cs1 (stereo not given)
0.359	CCc1nnc(NC(=O)CC(=O)Nc2ccccc2C(=O)O)s1
-0.355	CCCC(CCC)C(=O)O
-3.78	CCOC(=O)c1c(-c2ccccc2)oc2ccc(O)c(CN3CCOCC3)c12
0.241	N#C/C(=N\Nc1c(Cl)cccc1Cl)C(=O)NN

Cav3 T inh	Structure
1.05	Nc1nc(SCc2nc3scc(-c4ccccc4)c3c(=O)[nH]2)n[nH]1
0.293	Cc1ccc(CNc2nc(N)c([N+](=O)[O-])c(Nc3cccc(F)c3)n2)cc1
-5.27*	O=C(CSc1nnc(CNc2ccc(F)cc2)o1)N1CCCc2ccccc21
0.133	O=[n+]1c2c(n([O-])c3c1CCC3)CCCC2
0.017	CCNC(=S)N/N=C1\C(=O)c2cccc3cccc1c23
2.4	CCOC(=O)c1oc2cc(O)cc(O)c2c(=O)c1OCc1ccccc1
0.555	Cc1c(C(=O)Nc2ccc(N3CCOCC3)cc2)oc2ccccc12
-0.66	CC(=C/C(=O)O)/C=C/c1ccc(Cl)o1
1.38	Cc1cc(C(=O)Nc2nnc(C(F)(F)F)s2)no1
0.356	COc1cc(NC(=O)c2ccco2)c(OC)cc1NC(=O)CCC(=O)Nc1cccc(C)c1C
0.0541	COc1ccc(N(C)S(=O)(=O)c2cccc(C(=O)NC3=NCCS3)c2)cc1
1.19	C=CCN1CCN(c2ccncc2S(=O)(=O)N2CCOCC2)CC1
-0.909	Cc1ccc(NC(=O)c2cc(-c3ccc(C)o3)nc3ccccc23)cc1
0.939	C=CCc1c(C)nc(SCCC)[nH]c1=O
0.969	Cc1nc(SCC(=O)NCc2ccccc2)c2c(=O)n(C)c(=O)n(C)c2n1

Cav3 T inh	Structure
0.0885	O=C(O)c1cc(-c2ccccc2)nn1CC1CC(c2cccnc2)=NO1 (stereo not given)
0.385	Cc1ccc2[nH]c(SCC(=O)N3CCOCC3)nc2c1C
1.81	CCC(=O)N1CCc2cc(S(=O)(=O)NCCC(=O)N3CCc4ccccc4C3)ccc21
0.668	COC(=O)C1N[C@@H]([C@@H](NC(=O)COc2ccccc2)C(=O)NCc2ccsc2)SC1(C)C (stereo not given in full)
-0.562	O=C(O)C1CC=CCC1C(=O)c1ccccc1 (stereo not given)
0.0764	FC(F)Oc1cccc2cccnc12
-0.158	COc1ccc(C(C)NC(=O)c2ccccc2)cc1 (stereo not given)
-0.699	O=C(CSc1nnc(CCc2nc3ccccc3[nH]2)n1-c1ccccc1)NCc1ccco1
-2.94	CC(=O)Cc1nsc(NC(=O)c2ccc(-c3ccc(Cl)cc3Cl)o2)n1
0.66	NC(=O)CC12CC3CC(C1)CC(CC(N)=O)(C3)C2
1.1	CCOC(=O)C1=C(O)/C(=C\c2cccc(OC)c2)N=C1C
-2.65	COc1ccc(OCCSc2nnnn2C2CCCCC2)cc1
-0.142	CCOC(=O)Cc1csc(NC(=O)CSc2nnc(-c3ccc(F)cc3)o2)n1
0.183	CCOC(=O)Cn1c(C)cc(=O)c2ccccc21
0.366	O=C(O)c1cn(-c2ccccc2)nc1-c1ccc(Cl)cc1

4 entries from above in another layout.
O=c1c2ccccc2nc2n1C1(CCCCC1)Cc1ccccc1-2
  Cav3 T inh: -2.43
C=CCN1CCN(c2ccncc2S(=O)(=O)N2CCOCC2)CC1
  Cav3 T inh: 1.19
Cn1ncc(C#N)c1NC(=O)C1CC(c2ccc(Cl)cc2)=NO1 (stereo not given)
  Cav3 T inh: 1.11
O=C(Nc1ccc(F)cc1)c1cccc(NC(=O)C2C3CC4OC(=O)C2C4C3)c1 (stereo not given)
  Cav3 T inh: 0.13

More records
Cav3 T inh	Structure
0.229	C=CCCN([C@@H](C)C(=O)OC)S(=O)(=O)c1ccccc1Br
0.183	Cc1cc(C)cc(C(=O)O/N=C(\N)c2ccc(Br)cc2)c1
0.172	S=C1SCN(Cc2ccccn2)CN1Cc1ccco1
-0.608	CCCCC1CC1C(=O)Nc1ccc(OC)c(OC)c1 (stereo not given)
-2.19	Cc1cc(OC(=O)c2cc(Cl)nc3ccccc23)ccc1Cl
1.14	O=C1CC(c2ccccc2)CN1C(=O)c1ccccc1 (stereo not given)
-0.747	COc1ccc(-c2nc3scc(-c4ccccc4)n3n2)cc1
-1.67	O=C(COc1ccccc1Cl)NC(=O)NC1CCCC1
1.03	O=C(Cn1nc(-c2cccc(Cl)c2)ccc1=O)Nc1cccnc1
1	COC(=O)c1ccc(-c2n[nH]c(=O)c3ccccc23)cc1
0.0332	O=C(Nc1nnc(Cc2ccc(Cl)cc2)s1)c1cccs1
0.796	O=C(CN(c1ccc2c(c1)OCCO2)S(=O)(=O)c1ccccc1)NCC1CCCO1 (stereo not given)
-1.78	Cc1ccc(S(=O)(=O)CC(=O)c2ccc(C(C)(C)C)cc2)cc1
-1.24	CCOC(=O)C1=C(CN2CCC(C)CC2)NC(=O)NC1c1ccc(Cl)cc1 (stereo not given)
-0.746	COc1ccccc1NC(=S)NCCc1c[nH]c2ccccc12

For reference, part of the list above:
Cav3 T inh	Structure
0.229	C=CCCN([C@@H](C)C(=O)OC)S(=O)(=O)c1ccccc1Br
0.183	Cc1cc(C)cc(C(=O)O/N=C(\N)c2ccc(Br)cc2)c1
0.172	S=C1SCN(Cc2ccccn2)CN1Cc1ccco1
-0.608	CCCCC1CC1C(=O)Nc1ccc(OC)c(OC)c1 (stereo not given)
-2.19	Cc1cc(OC(=O)c2cc(Cl)nc3ccccc23)ccc1Cl

The results go on:
Cav3 T inh	Structure
2.07	CCCn1c2ccccc2c2nnc(SCC(=O)Nc3nnc(CC(=O)OCC)s3)nc21
-0.31	CC1=C(Sc2nc3ccccc3[nH]2)C(=O)NC(C)(C)C1
-2.74	Cc1cccc(N2CCN(C(=O)C(NS(=O)(=O)c3cccs3)c3ccccc3)CC2)c1C (stereo not given)
0.187	COc1cc(Br)cc2cc(C(=O)N3CCCCC3C)c(=O)oc12 (stereo not given)
-2.23	COC(=O)N1[C@H](C)C=C[C@]1(Cc1ccccc1)C(=O)NCCCNc1ncc(C(F)(F)F)cc1Cl
0.917	Nc1cccc(-c2nc3ccccc3[nH]2)c1
-1.54	COC(=O)c1ccc(Cn2cnc3c(cnn3-c3ccc(C)c(C)c3)c2=O)o1
-1.45	CC(C)OC(=O)c1c(-c2ccc(C(C)C)cc2)csc1NC(=O)C1CCCO1 (stereo not given)
-0.00897	O=S(=O)(c1ccc2c(c1)OCCO2)N1CCC(c2nc3ccccc3s2)CC1
0.821	Cn1cnnc1SCC(=O)c1ccc(OC(F)F)cc1
-1.62	N#Cc1ccc(N2CCN(c3ccc(F)cc3)CC2)cc1
